PAX8 inh HTS: inhibitors of PAX8 transcriptional activity in RMG-I cells; 1.2% of 360,000 active; RMG-I TPO-luciferase reporter, SteadyGlo, 24 h; inhibition, % at 12.6 µM;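 active means mean replicate inhibition at least 60% with every replicate also reaching 60%; inconclusive means only one of the two criteria is met; inactive means mean below 60% and not all replicates reaching 60%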;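 further: luciferase light reporting Pax8 driven TPO promoter activity; plate controls were median of neutral control wells for no effect and mitoxantrone controls for full effect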
EWS-Fli block: inhibitors of EWS/Fli oncoprotein transcriptional activity; A673 NR0B1-luciferase reporter, viability-normalised; inhibition, % at 12.6 µM; 0.67% of 350,000 active; AID 651661;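 active means mean inhibition of at least 50% after viability correction, with every replicate also passing that limit; inconclusive means mean reaches 50% but only one of two replicates passes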;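 further: firefly luciferase signal divided by Alamar Blue viability fluorescence both relative to DMSO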
miR122 inh: miR-122 inhibition in Huh7 cells. 0.3% of 340,000 active. AID 602342. activation (reporter increase), % at 12.5 µM. Huh7 miR-122 Renilla luciferase sensor, 48 h; neutral wells = 0, positive control = 100;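 active means mean replicate activation score at least 90 and every replicate individually at or above 90; inconclusive means only one of the two criteria met; inactive means neither criterion met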;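 further: higher luciferase means less miR-122 activity so hits act as miR-122 inhibitors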
F508del corr: correctors of CFTR F508del function in bronchial epithelial cells; CFBE cells, YFP halide quenching; stimulated with forskolin plus potentiator P3; % fluorescence drop versus neutral controls; activity (quench increase), % at 7.58 µM; 0.36% of 350,000 active; AID 720511;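 active means mean added fluorescence quench of at least 8% versus neutral control, with both replicates also reaching 8%; inconclusive means only one of the mean or replicate conditions met; inactive means mean below 8% and not both replicates reaching 8%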;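 further: cells transiently co-express mutant CFTR-F508del with the halide-sensitive YFP; corrector assay measuring rescue of mutant channel to the surface after 24 h compound exposure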
DENV2 CPE rescue: DENV2-induced cell death inhibition; DENV2-infected cells, cytopathic effect rescue, plate reader; CPE inhibition, % at 9.99 µM; 1.7% of 350,000 active; in the data active means CPE inhibition above about 20%, passing the limit was not always enough; inconclusive means no clear call, values can overlap the other calls; tested in BHK-21 cells;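 further: 0% = median of neutral control wells and 100% = median of positive control wells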
INS-1E GSIS act: GLuc luminescence reporter in INS-1E cells, primary screen for activators of glucose-dependent secretion of insulin; INS-1E GLuc reporter insulin secretion, 2-3 h; activation, % at 16.6 µM; 0.61% of 370,000 active; AID 743287;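 active means lowest replicate activation of at least 40%, so every replicate reaches that level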;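 further: 0% = median of neutral control wells and 100% = median of IBMX positive control wells; some compounds called inactive have numbers as strong as hits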
FN deposit inh: fibronectin deposition inhibition; AH1F fibroblasts, Alexa488-fibronectin deposition fluorescence, overnight; inhibition, % at 12.6 µM; 0.086% of 350,000 active; AID 743247;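 active means mean inhibition across replicates of 30% or more, regardless of how many single replicates reach that level; inconclusive means mean under 30% yet at least half of replicates reach 30%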;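 further: positive control wells lacked labelled fibronectin entirely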
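test system = AH1F fibroblasts assembling fluorescent fibronectin matrix | quantity = 10000 AH1F cells per well | buffer or medium = DMEM plus 2% serum, read in PBS | doses = single dose, pinned | incubation = 1 h cell attachment, overnight exposure to compound and label | detection = fluorescence at 485 nm excitation, 525 nm emission | read-out basis = inhibition from reduced deposited-fibronectin fluorescence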
* = called active by the depositor; ? = inconclusive; · = not tested or not shown; [ ] = another dose, or the depositor's remark. Random draw from the library, and some 3.9% of all compounds hit somewhere here.

item	SMILES	PAX8 inh HTS	EWS-Fli block	miR122 inh	F508del corr	DENV2 CPE rescue	INS-1E GSIS act	FN deposit inh
1	COc1ccc(CNC(=O)CN2C(=O)COc3ccc(S(=O)(=O)N4CCOCC4)cc32)cc1	5	-21	-2	-0.8	-5	5	-10
2	Cc1noc(C)c1S(=O)(=O)N(C)C[C@H]1Oc2ccc(NS(=O)(=O)c3ccc(Cl)cc3)cc2CC(=O)N([C@H](C)CO)C[C@H]1C	0	3	-3[16.7 µM]	1.1	9	-4	·
3	CCOc1ccc(C2NC(=S)NC3=C2CCc2ccccc23)cc1 (stereo not given)	15	-5	46	-0.2	-1	·	-5
4	Clc1ccc(-c2nc3cc(CN4CCCCC4)ccc3o2)cc1	-55	-60	2	-0.3	0	-17	6
5	CCCC(=O)Nc1nn(CC)c2nc3ccc(C)cc3cc12	-29	-5	·	-3.3	2	3	1
6	O=C(NCC(F)(F)F)[C@@H]1[C@@H](CO)[C@@H]2Cn3c(cccc3=O)[C@@H]2N1C(=O)C1CC1	·	2	·	·	-2	7	·
7	COc1cc(S(C)=O)ccc1-c1nc2ncccc2[nH]1 (stereo not given)	-3	-2	-1	-0.2	5	8	-4
8	Cc1nc2ccc(NC(=O)CSc3ccccc3)cc2s1	-184	-93	-1	-0.8	9	-21	-6
9	O=[N+]([O-])c1cccc(S(=O)(=O)c2ccc(NCCO)c([N+](=O)[O-])c2)c1	-7	6	-9	-1.6	3	-4	-1
10	CCN(CC)c1nc(-c2ccccc2)nc2c1sc(=S)n2CC	3	-10	-4	-1.1	·	-3	-6
11	O=C(Nc1nnc(Cc2ccccc2)s1)C1CCC1	-21	-27	·	-1.4	-3	·	2
12	COc1ccc(CCN2CC(C(=O)OCC(=O)NCc3ccccc3Cl)CC2=O)cc1OC (stereo not given)	-11	-2	·	0.4	-3	92	3
13	O=C(COC(=O)c1ccc(Cl)nc1)Nc1ccc(S(=O)(=O)N2CCCC2)cc1	9	2	·	-3.3	2	-5	-10
14	Cc1cc2ccccc2c(=O)n1CC(=O)NCCC1=CCCCC1	2	0	-2	-0.6	-4	-4	9
15	CC(=O)N(C)C[C@@H]1Oc2ncc(C#C[C@H](C)O)cc2C(=O)N([C@H](C)CO)C[C@@H]1C	·	1	15[16.7 µM]	-2.6	-9	19	5
16	CC=Cc1ccc2n(c1=O)C[C@@H]1[C@@H](CO)[C@H](C(=O)NCC(F)(F)F)[C@H]2N1C(C)=O (mixture of isomers)	-30	-5	-6[16.7 µM]	0.0	76*	12	·
17	O=C(Nc1cccc(Cl)c1)N[C@@H]1CC[C@H](CCNC(=O)C2CC2)O[C@@H]1CO	7	-2	·	0.3	10	2	-10
18	COc1ccc(NC(=O)C(C2CC2)n2c(=O)c(-c3ccccc3)nc3ccccc32)cc1 (stereo not given)	-17	-3	·	1.0	11	3	-1
19	CNC(=O)[C@@H]1C[C@H]1[C@@H](NC(=O)CNC(=O)OCc1ccccc1)c1ccccc1	-3	0	·	-1.0	12	-1	-8
20	CCOc1ccc(-c2cc(C(=O)NN)[nH]n2)cc1	-11	8	·	0.2	-11	-1	-2
21	C[C@H]1CCCCO[C@@H](CN(C)C(=O)Nc2ccc3c(c2)OCO3)[C@@H](C)CN([C@@H](C)CO)C(=O)c2cc(NS(=O)(=O)c3ccc(F)cc3)ccc2O1	-1	-8	2[16.7 µM]	0.7	-11	-25	-13
22	COc1ccc(S(=O)(=O)N[C@@H]2CC[C@H](CC(=O)N3CCN(c4ccccc4)CC3)O[C@H]2CO)cc1	-20	3	·	2.5	2	-3	2
23	O=[N+]([O-])c1cc(Cl)ccc1N1CCCC1	7	-15	0	-1.9	15	6	5
24	CCCCN(C(=S)SC)C1CCS(=O)(=O)C1 (stereo not given)	11	0	-5	-1.2	-5	12	3
25	COc1cc(OC)cc(C(=O)NNC(=O)c2ccccc2Br)c1	-27	·	·	·	·	23	-6
26	CCNC(=S)N1CCN(c2nc(CC)nc3sc4c(c23)CCCC4)CC1	-1	20	1	-1.5	-11	-28	-1
27	C[C@@H]1CN([C@@H](C)CO)C(=O)c2cccc(NC(=O)C3CCOCC3)c2O[C@H]1CN(C)Cc1ccc(C(=O)Nc2ccccc2N)cc1	·	15	-6[16.7 µM]	-1.4	11	-14	·
28	O=C(c1cc([N+](=O)[O-])ccc1N1CCOCC1)N1CCCC1	-2	·	-1	·	·	8	-1
29	CC(C)C(OC(=O)c1ccccc1)c1nccc2ccccc12 (stereo not given)	-26	-40	-7	0.2	2	-4	5
30	O=C(Nc1ccc(F)c(Cl)c1)c1ccccc1NC(=O)C1CCCCC1C(=O)O (stereo not given)	-99	-38	-13	1.2	-4	·	0
31	Cn1c(CC(=O)NC(C)(C)CO)c(Sc2ccccc2)c2ccccc21	7	-3	2	0.4	18	-42	6
32	O=S(=O)(Nc1cccc(-c2cn3ccsc3n2)c1)c1ccc(F)cc1	6	·	?	·	·	·	-3
33	Cc1cc(OC(=O)c2c(F)cc(F)cc2F)nc(C)n1	-1	-8	·	·	-2	11	5
34	CC(=O)C1CCCN(C(=O)c2ccc3nc(Cc4cccc(Cl)c4)oc3c2)C1 (stereo not given)	-27	-14	·	-2.8	-4	-9	7
35	O=C(Cc1ccc(Br)cc1)N/N=C/c1ccc(-c2cccc(C(=O)O)c2)o1	-19	-1	-7	0.1	-4	23	5
36	Cc1cc(C(=O)Nc2ccc3c(c2)C(=O)N(C)[C@@H]2CC[C@H](CC(=O)NCc4ccc(-c5ccccc5)cc4)O[C@H]2CO3)no1	80*	57*	·	·	-2	·	·
37	NS(=O)(=O)c1cccc(NC(=O)c2cc3ccccc3o2)c1	-72	-69	·	0.1	1	·	-10
38	Cn1cc(S(=O)(=O)N2CCOCC2)cc1C(=O)NCc1ccccc1Cl	4	9	1	-5.5	?	-10	7
39	CN(C)C(=O)COc1ncnc2scc(-c3ccc(F)cc3)c12	9	11	-6	-0.6	4	31	-21
40	O=C1CCCN1C(=O)COc1ccccc1[N+](=O)[O-]	3	-2	5	1.1	6	16	5
41	Cn1cnc(S(=O)(=O)N2CC[C@@H]3[C@H](CO)Nc4ccc(C#Cc5ccc(F)cc5)cc4[C@@H]32)c1	-22	-17	-4[16.7 µM]	1.6	27*	5	7
42	CCOC(=O)c1c(-c2ccc(OC)cc2)csc1NC(=O)CNCc1ccco1	·	0	-4	2.3	-2	-21	·
43	CCOC(=O)C1CCN(C(=O)COc2cccc3ccccc23)CC1	18	10	1	-3.7	-2	11	6
44	CCN(C(=O)COC(=O)c1ccccc1Cc1ccccc1)c1c(N)n(Cc2ccccc2)c(=O)[nH]c1=O	16	4	·	0.0	-8	-4	4
45	O=C(C[C@@H]1C[C@H]2c3cc(NC(=O)C4CCOCC4)ccc3O[C@H]2[C@@H](CO)O1)NCc1ccc(Cl)cc1	-8	-2	3[16.7 µM]	-0.2	2	-11	14
46	OC1c2c(F)cccc2N=C2CCCCCN21 (stereo not given)	-12	8	-4	1.0	7	-1	2
47	CCc1c(C)sc(NC(=S)N2CC(C)OC(C)C2)c1C(=O)OC (stereo not given)	1	14	·	0.1	9	-7	1
48	CC(C)(C)N(Cc1ccccc1)C(=O)COC(=O)c1ccc(N2CCCC2=O)cc1	7	-2	-7	-2.9	11	2	2
49	CCC(=O)N1C[C@H](O)COC[C@@H]2O[C@@H](CC(=O)NCc3ccc(Oc4ccccc4)cc3)CC[C@H]21	-14	6	-1[16.7 µM]	2.1	-2	7	0
50	CCOC(=O)c1ccc(NC(=O)CN2C(=O)NC3(CCCCCC3)C2=O)cc1	-8	-6	·	-2.4	-2	14	10
51	N#CN(Cc1ccccc1)Cc1ccccc1	-11	-4	-7	-0.6	9	13	4
52	C[C@@H]1CCCCO[C@H](CN(C)C(=O)c2ccncc2)[C@H](C)CN([C@@H](C)CO)C(=O)c2cc(NC(=O)C3CCCCC3)ccc2O1	-4	3	11[16.7 µM]	-1.0	1	-25	·
53	O=c1ccc(Cl)n[nH]1	-25	-2	4	1.7	?	-2	4
54	FC(F)(F)c1cc(Oc2ccc(Cl)cc2)nc(-c2ccccn2)n1	12	·	0	·	·	·	1
55	O=C(CSc1nnc(NC(=O)C2CC2)s1)Nc1ccccc1Cl	2	-1	-3	-0.2	-3	-1	3
56	O=C1CSc2ccc(C(=O)N3CCCCC3)cc2N1	-9	-1	-3	-0.8	-12	-13	3
57	O=C(N[C@@H]1CC[C@@H](CCNS(=O)(=O)c2ccc(F)cc2)O[C@H]1CO)C1CCOCC1	2	-5	13[16.7 µM]	-0.6	20	5	·
58	O=C(NC1CC1)c1ccccc1NC(=O)c1ccccc1OC(F)F	5	5	2	·	-13	·	1

Not a retest: an excerpt of the list.
item	SMILES	PAX8 inh HTS	EWS-Fli block	miR122 inh	F508del corr	DENV2 CPE rescue	INS-1E GSIS act	FN deposit inh
41	Cn1cnc(S(=O)(=O)N2CC[C@@H]3[C@H](CO)Nc4ccc(C#Cc5ccc(F)cc5)cc4[C@@H]32)c1	-22	-17	-4[16.7 µM]	1.6	27*	5	7
42	CCOC(=O)c1c(-c2ccc(OC)cc2)csc1NC(=O)CNCc1ccco1	·	0	-4	2.3	-2	-21	·
43	CCOC(=O)C1CCN(C(=O)COc2cccc3ccccc23)CC1	18	10	1	-3.7	-2	11	6
44	CCN(C(=O)COC(=O)c1ccccc1Cc1ccccc1)c1c(N)n(Cc2ccccc2)c(=O)[nH]c1=O	16	4	·	0.0	-8	-4	4
45	O=C(C[C@@H]1C[C@H]2c3cc(NC(=O)C4CCOCC4)ccc3O[C@H]2[C@@H](CO)O1)NCc1ccc(Cl)cc1	-8	-2	3[16.7 µM]	-0.2	2	-11	14
46	OC1c2c(F)cccc2N=C2CCCCCN21 (stereo not given)	-12	8	-4	1.0	7	-1	2
47	CCc1c(C)sc(NC(=S)N2CC(C)OC(C)C2)c1C(=O)OC (stereo not given)	1	14	·	0.1	9	-7	1
48	CC(C)(C)N(Cc1ccccc1)C(=O)COC(=O)c1ccc(N2CCCC2=O)cc1	7	-2	-7	-2.9	11	2	2
49	CCC(=O)N1C[C@H](O)COC[C@@H]2O[C@@H](CC(=O)NCc3ccc(Oc4ccccc4)cc3)CC[C@H]21	-14	6	-1[16.7 µM]	2.1	-2	7	0
50	CCOC(=O)c1ccc(NC(=O)CN2C(=O)NC3(CCCCCC3)C2=O)cc1	-8	-6	·	-2.4	-2	14	10
51	N#CN(Cc1ccccc1)Cc1ccccc1	-11	-4	-7	-0.6	9	13	4
52	C[C@@H]1CCCCO[C@H](CN(C)C(=O)c2ccncc2)[C@H](C)CN([C@@H](C)CO)C(=O)c2cc(NC(=O)C3CCCCC3)ccc2O1	-4	3	11[16.7 µM]	-1.0	1	-25	·
53	O=c1ccc(Cl)n[nH]1	-25	-2	4	1.7	?	-2	4

Screening data deposited in PubChem by Broad Institute.
